# From PubChem BioAssay
# SR-BI DiI inh: blocks mouse SR-BI lipid uptake from DiI-HDL; Q61009; 320,000 compounds, 0.96% hits; AID 488896; ldlA[mSR-BI] CHO cells, DiI-HDL uptake fluorescence, 3 h; inhibition, % at 12.5 µM;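 active = mean replicate inhibition of at least 70% and a set share of replicates each scoring 70 or more; inconclusive = meets just one of the two criteria; inactive = fails both criteria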;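 also: 0% = median of neutral control wells and 100% = median of positive control wells; values of inactives mirror those of a sister screen read the other way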
# Target sequence (Q61009 whole entry, looked up): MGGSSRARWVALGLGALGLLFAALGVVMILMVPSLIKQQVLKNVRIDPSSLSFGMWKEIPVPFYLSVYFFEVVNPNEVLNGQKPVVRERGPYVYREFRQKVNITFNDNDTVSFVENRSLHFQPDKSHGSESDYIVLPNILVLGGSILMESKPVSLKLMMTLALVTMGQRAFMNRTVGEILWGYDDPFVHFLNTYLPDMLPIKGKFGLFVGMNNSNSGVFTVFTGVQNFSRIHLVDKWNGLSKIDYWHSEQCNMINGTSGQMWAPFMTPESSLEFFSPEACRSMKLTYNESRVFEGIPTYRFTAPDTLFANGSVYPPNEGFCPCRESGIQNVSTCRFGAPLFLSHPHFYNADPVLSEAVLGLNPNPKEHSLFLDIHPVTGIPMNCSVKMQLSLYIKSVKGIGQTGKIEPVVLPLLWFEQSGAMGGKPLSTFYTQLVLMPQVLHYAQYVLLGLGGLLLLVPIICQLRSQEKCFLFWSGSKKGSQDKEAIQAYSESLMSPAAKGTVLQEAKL
# Ecoli viability: counter-screen for AddAB inhibitors: E. coli growth inhibition; E. coli V3065 growth, OD600 absorbance, 18 h; inhibition, % at 11.9 µM; 330,000 compounds, 0.27% hits;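 active = inhibition above the campaign's mean inhibition across all tested compounds plus 3 SD, cut at about 9.9% in these data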;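 also: uninfected addAB+ strain grown without phage in ampicillin broth; 0% = DMSO wells and 100% = ciprofloxacin 0.95 µg/ml wells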
# AddAB inh: less growth of phage-infected E. coli with AddAB; E. coli expressing H. pylori AddAB, absorbance growth; inhibition, % at 11.9 µM; 330,000 compounds, 0.29% hits; AID 435030; in the data active = inhibition above about 12%;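 also: 0% = vehicle wells of infected cells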
# MITF act: increases MITF-driven TRPM1 promoter luciferase signal. SK-MEL-5 TRPM1-promoter luciferase, 24 h; % of positive control, neutral wells = 0. AID 588334. 300,000 compounds, 0.75% hits. activation, % at 12.5 µM;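 active = mean activation of at least 80% with every replicate also reaching 80%; inconclusive = mean reaches 80% but some replicate falls short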;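 also: 0% = neutral control wells and 100% = parthenolide positive control wells; values of inactives mirror those of a sister screen read the other way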
# phage Ecoli inh: E. coli growth loss with phage present | growth absorbance | inhibition, % at 11.9 µM | 360,000 compounds, 0.26% hits | AID 651602; in the data active = inhibition above about 11%
# SR-BI uptake up: SR-BI HDL lipid transfer activation; CHO ldlA[mSR-BI] cells, DiI-HDL uptake fluorescence, 3 h; 100 = double the neutral-control signal; activation, % at 12.5 µM; 320,000 compounds, 0.096% hits; AID 504775;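 active = mean replicate activation of at least 60% and every replicate at or above 60%; inconclusive = mean or all-replicate condition met, but not both; inactive = mean below 60% and not all replicates reaching 60%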;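 also: 0% = median plate neutral-control signal and 100% = twice that signal; values of inactives mirror those of a sister screen read the other way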
#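 Assay system: CHO ldlA[mSR-BI] cells, LDL receptor-null, SR-BI overexpressing; medium: Ham's F12 with 0.5% BSA, HEPES 25 mM, pH 7.4; also added: DiI-HDL 10 µg/mL; timing: 3 h uptake period with compound, 37 °C; signal: DiI fluorescence, bottom read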
# CAL PDZ FP-1: inhibitors of human CAL PDZ peptide binding; Q9HD26; purified CAL PDZ, TMR-peptide fluorescence polarization, 1 h; inhibition, % at 24.9 µM; 300,000 compounds, 0.92% hits; AID 602252;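 active = mean inhibition of at least 30% with at least half of replicates also reaching 30%; inconclusive = no clear call, values can overlap the other calls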;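 also: 0% = DMSO neutral control and 100% = excess unlabeled competitor peptide PRC23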
# Tat export inh: E. coli Tat transport inhibition. 340,000 compounds, 0.036% hits. AID 488895. inhibition, % at 10 µM. E. coli MC4100 TorA-mCherry Tat export, fluorescence;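 active = mean replicate inhibition at least 50% and at least half of replicates individually reaching 50%; inconclusive = only one of the two criteria met; inactive = neither criterion met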;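 also: exported cargo escapes ClpAP degradation while cytoplasmic cargo is degraded and loses fluorescence; 0% = median of neutral control wells and 100% = median of NaSCN control wells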
# Wnt bcat act: Wnt/beta-catenin pathway activation | Wnt/beta-catenin reporter cell assay, activator, plate reader | 300,000 compounds, 1.2% hits | activation, % at 9.35 µM; in the data active = activation above about 30%, passing the limit was not always enough; inconclusive = no clear call, values can overlap the other calls;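 also: 0% = neutral control wells and 100% = positive control wells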
# CAL PDZ FP-2: blocks peptide binding to human CAL PDZ domain. Q9HD26. purified CAL PDZ, TMR-peptide fluorescence polarization, 1 h. inhibition, % at 20 µM. 330,000 compounds, 0.02% hits. AID 504414;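 active = highest replicate inhibition of at least 40%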;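 also: plate controls were DMSO neutral control wells for no effect and unlabeled competitor peptide control wells for full effect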
#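 material = purified tagged CAL PDZ domain construct (CerCALP) | compound dosing = 20 µM, one dose | times = 1 h at RT | measured by = fluorescence polarization from S- and P-plane intensities, G-factor corrected | read-out = inhibition from polarization loss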
# Active calls of the source: *; ? = inconclusive; · = not tested or not shown. Rows are unselected; 3.6% or so of the library scored in one or more.
# Each structure is followed by: Ecoli viability, CAL PDZ FP-2, phage Ecoli inh, SR-BI DiI inh, Tat export inh, AddAB inh, Wnt bcat act, SR-BI uptake up, MITF act, CAL PDZ FP-1
1) CCOC(=O)c1cc(C(=O)OCC)c2cccc(C)n2c1=O
  1.2, -2.2, 1.4, 4, 1, 3.0, ·, -4, 0, -1
2) COC(=O)c1ccc(C(=O)OC)c(-n2c(=O)c3ccccc3c3ccccc3c2=O)c1
  -0.7, -2.0, 3.9, -14, -4, 1.6, -2, 14, -39, -5
3) O=c1cc(-c2ccccc2F)nc(-c2ccccc2F)o1
  -1.6, -1.9, 4.9, -29, -5, 0.6, 1, 29, 1, 34*
4) Oc1ccc(C=NCCc2ccccc2)cc1
  -1.2, -1.7, 1.3, -22, -15, -1.5, 0, 22, -2, -7
5) CC1CCN(C(=O)CCC(=O)Nc2nnc(C3CCCCC3)s2)CC1
  0.8, -2.1, -0.3, -12, 2, 1.9, -14, 12, -3, -2
6) CCOC(=O)C1CCN(C(=S)Nc2cccc(C)c2)CC1
  0.9, -2.7, 0.5, 9, -10, 1.7, -2, -9, 6, -6
7) O=C(/C=C/c1ccc(Cl)cc1Cl)Nc1ccc(CN2CCOCC2)cc1
  -0.2, -3.6, 3.6, 15, 0, -2.6, 1, -15, -10, 2
8) COc1ccc(OC)c(C2=Nn3c(nnc3-c3cc(C)[nH]n3)SC2)c1
  -1.2, -3.7, 4.5, 2, -4, 5.9, 0, -2, -10, -13
9) CC(C)[C@H](NC(=O)c1ccccc1)C(=O)OCC(=O)N1CCCCCC1
  -1.7, -0.8, 3.8, 17, -3, 4.3, ·, -17, 0, 3
10) CSCCC(NC(=O)c1ccco1)C(=O)Nc1ccncc1 (centres undefined)
  0.9, -2.3, 2.5, -27, 1, 0.7, 0, 27, -11, -2
11) CCCC1=NN2C(=N)/C(=C\c3cc(C)n(-c4cccc(C)c4)c3C)C(=O)N=C2S1
  0.9, 1.2, 3.8, 40, -3, 1.4, -2, -40, -1, 2
12) COC(=O)Cn1c(=NC(=O)c2cc(OC)c(OC)c(OC)c2)sc2cc(OC)ccc21
  -1.5, -0.3, -1.3, 58, -1, 0.9, -2, -58, -2, -2
13) CN=c1sc2ccccc2n1CC(O)COCc1ccco1 (centres undefined)
  -0.2, ·, 4.3, -10, -2, 1.1, ·, 10, -6, 5
14) O=C(COC(=O)CN1C(=O)COc2ccccc21)NCc1ccc(F)cc1
  0.3, -1.3, 2.0, -5, -1, 1.3, 1, 5, -3, -1
15) COc1cc(NC(=O)COc2ccccc2[N+](=O)[O-])ccc1NC(=O)c1cccs1
  ·, 1.4, -1.0, ?, -2, ·, 14, -75, -74, 4
16) Cc1nnc(SCC(=O)NCCc2ccccc2)s1
  1.6, -1.8, 3.4, -16, 7, 3.7, ·, 16, -6, -1
17) CCC1CN(S(=O)(=O)c2cc(-c3cc(C)no3)ccc2OC)c2cc(C)ccc2O1 (centres undefined)
  1.1, -2.7, 1.9, 16, 8, 1.6, -5, -16, -1, 1
18) Cc1ccc(NC(=O)c2ncn(CCCN[C@H](C)c3cccc4ccccc34)n2)cc1C
  ·, -1.2, 4.7, 13, 1, ·, -2, -13, -60, -6
19) CCOC(=O)C1Oc2ccccc2C(c2ccc(OC)cc2)=C1C(=O)OC (centres undefined)
  0.9, 0.1, -0.4, 25, 17, 0.6, -2, -25, -2, -3
20) O=C(CSc1nnc(-c2ccccc2Cl)o1)Nc1ccccn1
  -1.9, -2.0, 2.9, 1, -2, 5.2, 9, -1, 16, -2
21) O=C(COC(=O)c1ccc([N+](=O)[O-])cc1Cl)NC(=O)c1ccccc1
  -0.8, -1.0, 0.0, -6, 13, -0.9, -1, 6, 2, -2
22) C=CCn1c(CCNC(=O)c2ccccc2F)nnc1SCC(=O)Nc1nc(C)cs1
  -0.2, -0.1, 3.3, 20, -6, 6.5, ·, -20, -7, -2
23) CCOC(CNC(=O)c1cc2c(=O)n(CC)c3ccccc3c2s1)OCC
  -0.7, 1.5, -1.9, 82*, -3, -1.9, 6, -82, -1, 13
24) CCN(CC)CCCNC(=O)Cc1c(C(=O)O)n(C)c2ccccc12
  -0.7, -2.4, 1.9, 1, -2, -0.3, -5, -1, 2, -2
25) O=C(CSCc1ccc(Cl)c(Cl)c1)Nc1c[nH]c(=O)[nH]c1=O
  -0.2, -1.1, 2.7, -12, -7, 1.9, 0, 12, 2, -4
26) COc1ccc2ccccc2c1CN1CCN(C(=O)c2ccco2)CC1
  2.3, -2.0, 0.9, ·, 16, 5.2, 0, ·, 7, -1
27) O=C1CCc2cc(NS(=O)(=O)c3ccc(F)cc3)cc3c2N1CC3
  1.2, 0.3, -0.4, 14, 11, 1.7, -3, -14, 3, -2
28) COc1ccc(CCNC(=O)Cn2cnc3c2c(=O)n(C)c(=O)n3C)cc1OC
  -2.2, -0.8, 4.6, -1, 6, -0.1, -2, 1, -3, -4
29) CCOC(=O)c1c(C)nc2sc3c(=O)n(-c4ccc(OC)cc4)nnc3c2c1-c1ccc(OC)cc1
  1.7, -0.5, 5.3, 43, -1, -0.2, ·, -43, -4, -5
30) COC(=O)CCn1[nH]c(=O)c2ccccc2c1=O
  -3.0, 0.2, -0.2, -12, -2, -0.3, -2, 12, -2, -4

# A draw from above in order of formula weight, smallest number first.
# Each structure is followed by: Ecoli viability, CAL PDZ FP-2, phage Ecoli inh, SR-BI DiI inh, Tat export inh, AddAB inh, Wnt bcat act, SR-BI uptake up, MITF act, CAL PDZ FP-1
13) CN=c1sc2ccccc2n1CC(O)COCc1ccco1 (centres undefined)
  -0.2, ·, 4.3, -10, -2, 1.1, ·, 10, -6, 5
26) COc1ccc2ccccc2c1CN1CCN(C(=O)c2ccco2)CC1
  2.3, -2.0, 0.9, ·, 16, 5.2, 0, ·, 7, -1
18) Cc1ccc(NC(=O)c2ncn(CCCN[C@H](C)c3cccc4ccccc34)n2)cc1C
  ·, -1.2, 4.7, 13, 1, ·, -2, -13, -60, -6

# (continued)
# Each structure is followed by: Ecoli viability, CAL PDZ FP-2, phage Ecoli inh, SR-BI DiI inh, Tat export inh, AddAB inh, Wnt bcat act, SR-BI uptake up, MITF act, CAL PDZ FP-1
31) CCOc1cc(CNS(=O)(=O)c2cn(C)cn2)cc(OCC)c1OCC
  -3.1, -0.5, 0.4, -7, 6, 1.2, 2, 7, 3, -2
32) CCOCCCNC(=S)N1CCCN(c2nc3c(C)c(C)ccc3cc2C#N)CC1
  ·, -3.1, 1.1, 59, 16, ·, -3, -59, -2, -7
33) COc1ccc(NC(=O)c2oc3ccc(S(=O)(=O)N4CCC5(CC4)OCCO5)cc3c2C)cc1
  -1.2, -0.8, 1.3, ?, -4, 2.1, ·, -74, -40, ·
34) CCCc1ccc(OCc2ccc(C(=O)N3CCN(c4ccccn4)CC3)o2)c(OC)c1
  -3.0, -2.6, 0.6, 32, 19, 1.3, ·, -32, 16, -5
35) CN1CCN(C(=S)c2cn(Cc3ccc(Br)cc3)c3ccccc23)CC1
  -2.4, -0.5, 1.7, 7, ?, -0.2, -2, -7, 6, -2
36) COc1cccc(CSc2nnc(C(F)(F)F)n2Cc2ccc(F)cc2)c1
  -2.8, -1.9, 2.3, -2, 12, 1.5, -3, 2, 15, 1
37) O=C1N=C(N2CCCC2)S/C1=C\C=C\c1ccccc1
  0.4, -2.1, 2.0, 16, 9, 0.2, 0, -16, ·, ·
38) CCCCn1c(C(C)NC(=O)CC)nc2ccccc21 (centres undefined)
  3.3, 0.0, 2.8, 4, 6, -2.4, 1, -4, 10, 0
39) Cc1c(C(=O)NN)sc(=S)n1C
  1.6, 0.3, 1.3, -3, -6, 0.3, 0, 3, -14, -2
40) Cc1ccc(CNC(=O)Cn2cnc3c(NCc4ccccc4)ncnc32)o1
  -0.7, 0.2, 3.0, -6, -9, -0.7, -5, 6, -15, 0
41) COc1ccc(CCNCC(=O)Nc2ccc(C)c(Br)c2)cc1OC
  -2.6, ·, 4.2, ·, -5, 3.8, -2, ·, -5, -5
42) N#Cc1ccccc1NC(=O)c1ccc2c(Cl)c3c(nc2c1)CCCC3
  -2.3, -1.5, 1.2, 53, -5, -2.6, ·, -53, 61, -1
43) CCOc1ccc2[nH]c(=S)[nH]c2c1
  -2.7, ·, 3.0, 38, 2, 2.7, -4, -38, -12, 10
44) CCCOc1cc(NCc2ccccc2)c2ncn(C(C)C)c2c1
  -0.7, -0.1, -4.7, 58, 12, -1.8, -18, -58, 8, -1

# Among those listed so far, these contain an aryl thioether with sulfur outside any ring:
# Each structure is followed by: Ecoli viability, CAL PDZ FP-2, phage Ecoli inh, SR-BI DiI inh, Tat export inh, AddAB inh, Wnt bcat act, SR-BI uptake up, MITF act, CAL PDZ FP-1
16) Cc1nnc(SCC(=O)NCCc2ccccc2)s1
  1.6, -1.8, 3.4, -16, 7, 3.7, ·, 16, -6, -1
20) O=C(CSc1nnc(-c2ccccc2Cl)o1)Nc1ccccn1
  -1.9, -2.0, 2.9, 1, -2, 5.2, 9, -1, 16, -2
22) C=CCn1c(CCNC(=O)c2ccccc2F)nnc1SCC(=O)Nc1nc(C)cs1
  -0.2, -0.1, 3.3, 20, -6, 6.5, ·, -20, -7, -2
36) COc1cccc(CSc2nnc(C(F)(F)F)n2Cc2ccc(F)cc2)c1
  -2.8, -1.9, 2.3, -2, 12, 1.5, -3, 2, 15, 1

# SR-BI DiI inh: hit marks shown above
item	Structure	CAL PDZ FP-2	phage Ecoli inh	SR-BI DiI inh	Tat export inh	AddAB inh	Wnt bcat act	SR-BI uptake up	MITF act	CAL PDZ FP-1
23	CCOC(CNC(=O)c1cc2c(=O)n(CC)c3ccccc3c2s1)OCC	1.5	-1.9	82*	-3	-1.9	6	-82	-1	13
